Assay outcomes: PubChem, several laboratories
KLK5 inh: blocks human kallikrein 5 protease activity; inhibition, % at 5 µM; AID 873; recombinant hK5, fluorogenic AMC substrate cleavage; Q9Y337; 210,000 compounds, 0.59% hits;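 active = inhibition of 40% or more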;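 note: 0% = enzyme controls without compound and 100% = no-enzyme blanks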
Rad51 HR inh: Rad51 (human) homologous recombination inhibition; Q06609; hRad51 DNA strand exchange, fluorescence dequenching; inhibition, % at 10 µM; 200,000 compounds, 0.085% hits; AID 1385;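 active = inhibition above 40% at the single screening dose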;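 note: 0% = DMSO control wells and 100% = blanks with heterologous ssDNA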
Target sequence (Q06609 whole entry, looked up): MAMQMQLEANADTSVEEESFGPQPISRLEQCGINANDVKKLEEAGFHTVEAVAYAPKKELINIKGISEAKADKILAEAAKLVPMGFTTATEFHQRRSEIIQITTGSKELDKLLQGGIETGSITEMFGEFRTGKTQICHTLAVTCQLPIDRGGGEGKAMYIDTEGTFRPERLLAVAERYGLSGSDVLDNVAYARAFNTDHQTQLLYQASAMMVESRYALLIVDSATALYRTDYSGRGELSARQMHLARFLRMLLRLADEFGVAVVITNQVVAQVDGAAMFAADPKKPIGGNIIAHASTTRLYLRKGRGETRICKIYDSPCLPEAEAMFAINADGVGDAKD
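Read-out basis: percent inhibition relative to plate controls and blanks / Assay system: human Rad51 nucleoprotein filaments preassembled on unlabelled ssDNA / Timing: filaments 15 min 37 °C, then compound 30 min / Control set: per-plate controls and blanks / Technique: fluorescence dequenching at 485/520 nm / Compound: 10 µM final, single point / Also added: Fluorescein- and BHQ1-tagged 47-mer duplex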
FXIIa inh 1536: factor XIIa (human) inhibition; inhibition, % at 5 µM; purified FXIIa, Boc-QGR-AMC fluorogenic substrate, 2 h; 220,000 compounds, 0.3% hits; P00748; in the data active = inhibition above about 40%;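 note: 0% = enzyme with no compound and 100% = blank without enzyme; many of its hits are not listed in these tables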
14-3-3 Bad inh: disrupts binding of bovine 14-3-3 zeta to phospho-Bad peptide. AID 781. 220,000 compounds, 0.71% hits. P63103. inhibition, % at 21.7 µM. TR-FRET 14-3-3zeta/Dy647-pBad peptide displacement, 1 h;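 active = inhibition above about 70%, limit read from the data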;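 note: 0% = full 14-3-3 plus peptide FRET controls and 100% = background without 14-3-3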
Target sequence (P63103 whole entry, looked up): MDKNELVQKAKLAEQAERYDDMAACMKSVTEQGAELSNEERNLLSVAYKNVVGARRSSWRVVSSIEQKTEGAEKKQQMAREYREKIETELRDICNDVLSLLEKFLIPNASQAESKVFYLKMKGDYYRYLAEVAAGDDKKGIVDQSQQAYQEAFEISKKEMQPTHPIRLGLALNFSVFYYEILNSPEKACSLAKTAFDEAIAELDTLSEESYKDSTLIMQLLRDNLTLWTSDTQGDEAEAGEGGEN
eIF4E 4G PPI: blocks eIF4E binding to eIF4G. TR-FRET eIF4E-eIF4GI(517-606) binding, 2 h. inhibition, % at 21.7 µM. 220,000 compounds, 0.37% hits. AID 782;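 active = inhibition above about 30%, limit read from the data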;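 note: 0% = full FRET control wells and 100% = background wells lacking eIF4GI fragment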
Mdm2 ligase inh: blocks human Mdm2 ubiquitin ligase activity; Q00987; cell-based MDM2 ubiquitination luciferase reporter, 2 h; 0 = plate control, 100 = twice control, blank-subtracted; 210,000 compounds, 0.11% hits; signal enhancement, % at 5 µM;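 active = signal enhancement of 30% or more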;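 note: luminescence tracks abundance of the self-degrading MDM2-luciferase fusion protein; higher signal means inhibition of MDM2 E3 ligase activity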
Target sequence (Q00987 whole entry, looked up, the tested form may be a part): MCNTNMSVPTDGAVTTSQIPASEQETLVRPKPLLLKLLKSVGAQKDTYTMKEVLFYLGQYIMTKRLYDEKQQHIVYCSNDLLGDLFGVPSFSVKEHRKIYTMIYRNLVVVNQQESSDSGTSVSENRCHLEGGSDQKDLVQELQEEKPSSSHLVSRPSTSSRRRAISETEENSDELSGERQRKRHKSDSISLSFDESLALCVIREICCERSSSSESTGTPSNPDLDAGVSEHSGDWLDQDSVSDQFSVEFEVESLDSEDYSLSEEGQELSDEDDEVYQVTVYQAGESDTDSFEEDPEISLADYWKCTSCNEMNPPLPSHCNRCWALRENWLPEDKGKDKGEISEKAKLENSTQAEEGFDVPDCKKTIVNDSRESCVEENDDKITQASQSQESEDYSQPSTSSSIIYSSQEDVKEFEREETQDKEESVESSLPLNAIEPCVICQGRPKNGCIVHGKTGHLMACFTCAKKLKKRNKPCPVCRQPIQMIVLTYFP
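Buffer or medium: Cells held in DMEM | Assay system: Stable mammalian line carrying autodegrading MDM2–luciferase fusion reporter | Quantity: 2000 cells/well | Times: 4 h settle plus 2 h compound, 37 °C | Doses: One concentration, 5 µM, with 0.2% DMSO | Technique: Luminescence with SteadyLite reagent, 15 min at room temperature | Benchmarks: Plate controls and plate blanks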
p97 ATPase inh: inhibitors of human p97 ATPase | recombinant p97 ATPase, Kinase-Glo ATP luminescence, 3 h | inhibition, % at 8 µM | 220,000 compounds, 0.42% hits; in the data active = inhibition above about 15%;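 note: 0% = DMSO vehicle and 100% = wells lacking enzyme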
FXIa inh: inhibitors of human coagulation factor XIa; inhibition, % at 5 µM; 220,000 compounds, 0.14% hits; P03951; AID 798; purified FXIa, Boc-Glu-Ala-Arg-AMC fluorogenic substrate;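 active = inhibition of at least 40%; inactive = inhibition below 40%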;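 note: fluorescence of freed AMC excited at 355 nm; 0% = enzyme without compound and 100% = no enzyme blank; many of its hits are not listed in these tables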
Wee1 degr inh: inhibitors of human Wee1 degradation | P30291 | HeLa Luc-Wee1K328M stability, luciferase luminescence; 100% = proteasome inhibitor MG132 effect | reporter increase, % at 5 µM | AID 1321 | 220,000 compounds, 1.2% hits;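 active = activation above the mean of all tested compounds plus 3 SD, set per screening run, cut at about 8.8% in these data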;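 note: cells exposed to compound for 20 h before luminescence read; 0% = DMSO alone and 100% = MG132 at 30 µM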
The depositor's hits bear a star; · = not tested or not shown; [ ] = another dose, or the depositor's remark.

SMILES	KLK5 inh	Rad51 HR inh	FXIIa inh 1536	14-3-3 Bad inh	eIF4E 4G PPI	Mdm2 ligase inh	p97 ATPase inh	FXIa inh	Wee1 degr inh
O=C(NCCN1C(=O)S/C(=C\c2cccnc2)C1=O)c1cccc(OC(F)F)c1	-25	0	3	-9	1	-7	-2	-3	-1
CCOC(=O)c1c(NC(=S)NCCc2ccccc2)sc2c1CC(C(C)C)OC2 (stereo not drawn)	-1	-2	4	-14[fluorescence artefact?]	2	-15	4	11	2
CC(=O)c1ccc(NC(=O)CSc2nnc(Cc3cccn3C)n2-c2ccc(F)cc2)cc1	-21	-3	2	-1[fluorescence artefact?]	2	-11	3	-5	-1
Cc1ccc(-c2[nH]nc3c2C(c2ccccc2OC(=O)N2CCOCC2)C(C#N)=C(N)O3)cc1 (stereo not drawn)	9	·	12	-15[fluorescence artefact?]	8	-4	8	15	-1
Cc1cccc(N2CCN(C(=O)c3cnn4c(C(F)F)cc(-c5ccccc5)nc34)CC2)c1C	1	1	2	-2	-4[fluorescence artefact?]	-14	2	0	-2
COC(=O)c1nc(N)sc1-c1ccc(OC)cc1	-4	0	4	5	0	23	-4	-5	0
NC1=NC(=O)C2(COC(c3cccc([N+](=O)[O-])c3)OC2)S1 (stereo not drawn)	7	-2	8	-1	-1	-24	-4	3	2
COc1cc2c3c(c1)C(C)CC(C)(C)N3C(=O)C2=O (stereo not drawn)	6	12	3	-20	5	-18	5	6	0
CCOC(=O)C1CCCN(c2nc3ccccc3nc2C(C#N)C(=O)OC(C)C)C1 (stereo not drawn)	2	-12	5	11	3	-9	5	10	-3
CCN(CC)CCCN(Cc1cc2cc(OC)c(OC)cc2[nH]c1=O)C(=O)Nc1ccccc1	-21	-3	10	-9	4	-5	2	-1	9.9*
COc1ccc(NC(=O)COc2ccc(C(=O)OCC(=O)N(C(C)C)C(C)C)cc2OC)cc1	4	4	14	9	2	-17	-8	5	-1
CCOc1cc(N2C(=O)CC3CS(=O)(=O)CC32)c(OCC)cc1NC(=O)c1ccccc1 (stereo not drawn)	-5	-7	14	9	1[fluorescence artefact?]	-16	0	2	0
CC(=O)c1ccc(NC(=O)COc2ccc3c(c2)OCO3)cc1	-6	-8	8	-7	1	-4	5	-4	2
CCOC(=O)c1ccc(S(=O)(=O)NNC(=O)COc2cccc(C)c2)cc1	-14	·	6	-1	2[fluorescence artefact?]	7	-1	-1	-2
O=S(=O)(Nc1ccc(-c2nc3cccnc3s2)cc1)c1ccccc1F	-46	·	-46	1	0	-14	1	-18	0
CC(C)(C)N(NC(=O)c1ccccc1)C(=O)c1ccc(C(=O)N(NC(=O)c2ccccc2)C(C)(C)C)cc1	-2	·	7	-3	1	-3	3	2	0
CCCCC1=CC2=C(c3ccco3)C(=O)C(C)(OC(=O)c3ccc(OC)cc3)C(=O)C2=CN1CCOC (stereo not drawn)	0	-3	4	-1	-5	22	·	-1	·
COc1ccc(-c2cc(C(F)(F)F)nc(-n3cc(Br)cn3)n2)cc1	-58	-13	2	11	8	1	-1	-6	-1
Cc1ccc(C(=O)N2CCc3ccccc32)o1	-6	-32	4	0	14[fluorescence artefact?]	-13	-9	3	4
CC1CCN(CCCOc2ccc(OCc3ccccc3)cc2)CC1	-12	9	13	58	5	-1	-3	1	0
CCN1CCN(c2c(C(=O)c3ccc(OC)cc3)cnc3ccccc23)CC1	8	7	5	-5	1	-12	2	0	3
OC(c1ccccc1)c1cccnc1 (stereo not drawn)	-1	·	-2	21	1[fluorescence artefact?]	5	-4	-8	-2
Cc1ccc(Nc2c([N+](=O)[O-])c(=O)oc3ccccc23)cc1	2	0	3	-4	1	2	5	-2	0
O=C(CN(C(=O)CNC(=O)c1cccs1)c1ccc2c(c1)OCCO2)NC1CCCC1	-1	-13	12	-1	-2	7	0	-4	-1
CC(C)NC(=O)c1cc2c(s1)CCCC2	0	-6	15	0[fluorescence artefact?]	0	-3	3	4	8.9*
S=c1[nH]ncn1/N=C/c1cccc(Oc2ccccc2)c1	0	0	15	-21	4	-29	2	10	0
COc1ccc(-c2[nH]nc3oc(=O)c(CCO)c(C)c23)cc1	3	-10	10	-9	3	-7	3	4	-1
CS(=O)(=O)Nc1ccccc1Oc1ccccc1	12	-2	6	-3	0	-20	13	-3	-2
O=C(NCCC1=CCCCC1)C(=O)NCC1OCCCN1S(=O)(=O)c1ccccc1 (stereo not drawn)	-23	6	11	-23	0	-5	2	4	1
CCOc1cc(C2C3=C(CCCC3=O)N(C)C3=C2C(=O)CCC3)cc(Cl)c1O	-34	1	-5	-16	-3	-4	5	-5	-2
Cc1c(C(=O)Nc2ccc(-n3cnnn3)cc2)oc2ccccc12	-11	-11	4	69[fluorescence artefact?]	-25	-11	-4	1	8
Cc1ccnc(NS(=O)(=O)c2ccc(NC(=O)c3ccc(S(=O)(=O)N4CCCC4)cc3)cc2)n1	4	·	9	-6	3	-5	3	-1	3
O=C(NCC1CCCO1)NC1CCCCC1 (stereo not drawn)	-5	0	10	1	4	5	0	7	0
CCOC(=O)c1cnc2ccc(C(=O)OC)cc2c1Nc1ccc2c(c1)OCCO2	3	-4	1	-1	-1	-12	3	0	0
COc1ccc(-n2c(Cn3c(=O)sc4ccccc43)nnc2SCC(N)=O)cc1	2	-1	4	13	-2	-14	2	-1	0
CCCCCCNC(=O)c1cccc(-c2ccc(C)c3ccccc23)n1	-4	-3	0	7	-5	·	-8	9	1
Cc1ccc(C(=O)NC(=S)Nc2ccc(-c3cc4ccccc4oc3=O)cc2)c(C)c1	5	4	17	-11	5	-21	-1	7	1
COc1ccc(CCn2nnnc2C(c2ccc(C)cc2)N2CCN(C)CC2)cc1OC (stereo not drawn)	-12	-2	13	60[fluorescence artefact?]	-4[fluorescence artefact?]	-2	-2	2	-3
CC(C)n1nnnc1SCC(=O)NNC(=O)C1CCCCC1	-15	4	11	-8[fluorescence artefact?]	6	-22	-2	6	-1
COc1cc(CNC2CCCCCC2)cc(OC)c1	-1	3	3	-9[fluorescence artefact?]	-3[fluorescence artefact?]	-19	3	8	0
CC(Oc1ccc(F)cc1)C(=O)/C=C\N(C)C (stereo not drawn)	-15	1	13	0	4	3	2	-1	0
CC(C)=CC(=O)NCc1c(Cl)cccc1-n1cccc1	1	-1	14	9[fluorescence artefact?]	3[fluorescence artefact?]	-6	2	-11	-1
COc1ccc2cc3c(N)nn(C(=O)C4CCC(C(C)(C)C)CC4)c3nc2c1 (stereo not drawn)	-10	-2	4	4	6[fluorescence artefact?]	·	6	0	0
Cc1c(C#N)c(N)nc2c3c(sc12)NC(=O)CC3c1ccc(Cl)cc1 (stereo not drawn)	-2	-9	10	22[fluorescence artefact?]	-8	-1	8	6	1
O=C(Cc1ccc(Br)cc1)N(Cc1ccccc1)c1ccccn1	18	·	19	8	0	-25	-10	4	-1
COc1ccc(NC(=O)COC(=O)[C@@H](NC(=O)c2c(F)cccc2F)C(C)C)cc1	9	-8	6	-9	-2	-10	6	0	-3
CCOc1ccccc1-n1c(SCC(N)=O)nnc1-c1ccco1	-15	-3	6	2[fluorescence artefact?]	-2	-1	-7	0	1
CCOc1ccc(C(=O)Cc2cc(OC)c(OC)cc2[N+](=O)[O-])cc1	-2	-4	-3	15	-13	-10	4	-5	3
CCCCNS(=O)(=O)c1ccc2nc(-c3cccnc3)cc(C(=O)NC(C)CC)c2c1 (stereo not drawn)	-4	·	3	11[fluorescence artefact?]	2	·	-5	-3	0
COc1ccccc1CCc1nnc(CCC(=O)NC(C)Cc2cccnc2)o1 (stereo not drawn)	-4	-2	2	0	-1	2	4	-4	-1
(next part)
SMILES	KLK5 inh	Rad51 HR inh	FXIIa inh 1536	14-3-3 Bad inh	eIF4E 4G PPI	Mdm2 ligase inh	p97 ATPase inh	FXIa inh	Wee1 degr inh
Cc1cc(Sc2nc(NC(C)(C)C)nc(N3CCOCC3)n2)nc(Cl)n1	-22	3	13	-8[fluorescence artefact?]	3	-3	4	5	-2
NS(=O)(=O)c1ccc(Nc2nc(-c3ccccc3)cs2)cc1	35	4	20	-11[fluorescence artefact?]	18[fluorescence artefact?]	-5	6	9	-1
CCOC(=O)C1CCCN(c2ncnc3c2cnn3-c2cccc(C)c2)C1 (stereo not drawn)	-22	-2	16	2	3	-5	0	14	0
O=C(CSc1nc(C2CCCCC2)n(-c2ccccc2)n1)NCCN1C(=O)CSC1=O	-25	4	7	19[fluorescence artefact?]	-2	-5	-7	3	1
O=C(CCc1ccccc1)NN1C(=O)C2C3C=CC(O3)C2C1=O (stereo not drawn)	9	-16	1	-4	3	-8	9	21	-4
O=C(O)c1oc2ccccc2c1CN1CCN(c2ccccc2)CC1	1	3	-6	27	-8	-7	2	-5	-2
CCOc1ccc(/C=N/OCC(=O)NCc2cccs2)cc1	-7	3	0	0	2	-9	0	-5	1
CC(C)CNC(=S)NC(=O)c1ccc(Cl)cc1Cl	-4	7	7	-2	3[fluorescence artefact?]	-14	2	6	0
Cc1ccc(C(=O)NNC(=S)Nc2cccc(Cl)c2Cl)cc1[N+](=O)[O-]	-63	12	-8	-10	-9	-6	3	-7	1
Cn1nc(C(=O)NCCOc2ccccc2)c2ccccc2c1=O	-9	-67	4	75*	-3	-4	0	-2	4

Some of the entries above in another layout:
Molecule: O=C(CSc1nc(C2CCCCC2)n(-c2ccccc2)n1)NCCN1C(=O)CSC1=O
- KLK5 inh: -25
- Rad51 HR inh: 4
- FXIIa inh 1536: 7
- 14-3-3 Bad inh: 19[fluorescence artefact?]
- eIF4E 4G PPI: -2
- Mdm2 ligase inh: -5
- p97 ATPase inh: -7
- FXIa inh: 3
- Wee1 degr inh: 1
Molecule: Cn1nc(C(=O)NCCOc2ccccc2)c2ccccc2c1=O
- KLK5 inh: -9
- Rad51 HR inh: -67
- FXIIa inh 1536: 4
- 14-3-3 Bad inh: 75*
- eIF4E 4G PPI: -3
- Mdm2 ligase inh: -4
- p97 ATPase inh: 0
- FXIa inh: -2
- Wee1 degr inh: 4

The list continues.
SMILES	KLK5 inh	Rad51 HR inh	FXIIa inh 1536	14-3-3 Bad inh	eIF4E 4G PPI	Mdm2 ligase inh	p97 ATPase inh	FXIa inh	Wee1 degr inh
Cc1ccc2nc(N(CCCN(C)C)C(=O)COc3ccc(Cl)cc3)sc2c1	-10	7	8	-6	0	-17	-4	-2	2
CNC(=O)c1ccccc1NC(=O)c1c(O)c2c([nH]c1=O)CCCC2	5	11	14	-2	-2	-4	-2	-1	2
Cc1nc2c([N+](=O)[O-])c(C)c(C)cc2[nH]1	-3	-23	11	-11	0	-2	4	0	4
COc1ccc(NC(=O)C2=C(C)NC(=S)NC2c2ccc(O)c(OC)c2)cc1 (stereo not drawn)	5	-2	11	-6	1	-11	0	-1	5
C/C(Cl)=C\Cn1c(N2CCCC2)nc2c1c(=O)[nH]c(=O)n2C	-2	7	6	0[fluorescence artefact?]	5[fluorescence artefact?]	-1	3	0	6
CCN(Cc1ccncc1)C(=O)c1cccs1	-17	-5	11	-3	4	-20	0	1	3
O=c1oc2c(CN3CCCCC3)c(O)ccc2c2c1CCCC2	-63	-6	-107	-2	5	-19	-1	-44	0
CC(C)N(Cc1nc(-c2ccccc2)no1)C(=O)c1ccc(Cl)cc1	-4	5	3	-6[fluorescence artefact?]	2[fluorescence artefact?]	-14	-7	1	1
O=C(Nc1ccccc1)Nc1ccc(Cl)c(S(=O)(=O)N2CCOCC2)c1	-3	-4	5	6	4	-6	2	1	3
